RTF Ca sens act: cardiac RTF calcium sensitivity activators, primary screen, biochemical, IANBD-TnC fluorescence, EC20 calcium; AID 493008, 2010; IANBD-labeled TnC RTF fluorescence at EC20 calcium; 0% EC20 calcium, 100% full calcium; 0.24% of 340,000 active; activation, % at 7.2 µM; Troponin I, cardiac muscle (Homo sapiens) + Troponin T, cardiac muscle (Homo sapiens) + …;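 active = activation above the mean over all tested compounds plus 3 SD, cut at about 30% in these data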;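 note: rise in fluorescence read as greater calcium sensitivity of cardiac thin filaments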
Rtt109 Vps75: inhibitors of C. albicans Rtt109/Vps75 HAT, primary screen, biochemical, ThioGlo CoA-SH fluorescence, plate reader. Histone acetyltransferase RTT109 (Candida albicans (strain SC5314 / ATCC MYA-2876)), …. purified Rtt109/Vps75, 4 h. inhibition, % at 34.9 µM. 0.16% of 330,000 active;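 active = inhibition of at least 50% in every replicate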
Target sequence (Q5AAJ8 whole entry, looked up): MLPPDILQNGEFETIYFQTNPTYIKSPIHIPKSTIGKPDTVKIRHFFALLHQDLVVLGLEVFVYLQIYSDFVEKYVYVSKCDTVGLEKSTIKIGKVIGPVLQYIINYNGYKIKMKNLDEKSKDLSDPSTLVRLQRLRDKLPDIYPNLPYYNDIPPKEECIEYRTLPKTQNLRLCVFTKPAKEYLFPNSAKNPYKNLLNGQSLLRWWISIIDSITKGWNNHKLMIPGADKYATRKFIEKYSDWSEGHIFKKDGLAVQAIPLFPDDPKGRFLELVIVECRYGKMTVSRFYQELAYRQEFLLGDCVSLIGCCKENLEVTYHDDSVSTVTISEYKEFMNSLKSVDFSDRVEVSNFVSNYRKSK
C-LANA FP: inhibitors of KSHV C-LANA binding to DNA, primary screen, biochemical, fluorescence polarization, FAM-LBS DNA, MBP-C-LANA, single point; Kaposi's sarcoma herpesvirus LANA C-terminal domain (residues 932-1162) DNA binding; inhibition, % at 9 µM; 0.078% of 340,000 active;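 active = highest replicate inhibition at or above 60% at 9 µM, even if other replicates fall short; inactive = all replicates below 60% inhibition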;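 note: 0% = neutral control wells and 100% = 4 µM acridine orange control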
DAGLB inhibitor: DAGLB lipase inhibitors, primary screen, biochemical, fluorescence, HTS; Diacylglycerol lipase-beta (Homo sapiens), Q8NCG7; HEK293T DAGLB membrane lysate, EnzChek fluorogenic substrate; inhibition, % at 5.17 µM; 0.059% of 340,000 active; AID 504411, 2011; in the data active = inhibition above about 34%;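 note: 0% = enzyme with vehicle and 100% = wells lacking enzyme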
Keap1-Nrf2 PPI: Keap1-Nrf2 protein-protein interaction inhibitors, primary screen, biochemical, fluorescence polarization, single point | 0.15% of 340,000 active | Kelch-like ECH-associated protein 1 (Homo sapiens), Q14145 | Keap1 Kelch-Nrf2 peptide fluorescence polarization, 1536-well | inhibition, % at 9.4 µM; in the data active = inhibition above about 12%;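 note: human Keap1 Kelch domain with fluorescein labeled Nrf2 9mer peptide probe; 0% = neutral control wells and 100% = peptide positive control; higher means more block of Keap1 binding to Nrf2 peptide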
Target sequence (Q14145 whole entry, looked up, the tested form may be a part): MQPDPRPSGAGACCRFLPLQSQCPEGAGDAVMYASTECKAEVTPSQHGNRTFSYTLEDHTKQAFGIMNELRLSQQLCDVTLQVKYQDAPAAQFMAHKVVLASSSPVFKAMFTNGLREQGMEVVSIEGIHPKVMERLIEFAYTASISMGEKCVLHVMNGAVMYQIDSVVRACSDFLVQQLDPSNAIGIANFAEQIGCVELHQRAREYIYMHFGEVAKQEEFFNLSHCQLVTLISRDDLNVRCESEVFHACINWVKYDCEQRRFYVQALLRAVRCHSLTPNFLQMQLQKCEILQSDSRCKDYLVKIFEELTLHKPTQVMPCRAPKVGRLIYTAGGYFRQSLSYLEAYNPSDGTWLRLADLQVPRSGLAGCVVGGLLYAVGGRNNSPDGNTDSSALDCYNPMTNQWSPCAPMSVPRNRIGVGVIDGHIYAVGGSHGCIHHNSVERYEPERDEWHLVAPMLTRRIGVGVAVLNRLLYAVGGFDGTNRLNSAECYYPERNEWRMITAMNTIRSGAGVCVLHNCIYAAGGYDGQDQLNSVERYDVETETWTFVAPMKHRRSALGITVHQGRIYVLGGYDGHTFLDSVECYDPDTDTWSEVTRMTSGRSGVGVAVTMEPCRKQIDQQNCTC
SR-BI uptake up: activators of SR-BI mediated DiI-HDL uptake, primary screen, ldlA[mSR-BI] CHO cells, DiI fluorescence | activation, % at 12.5 µM | AID 504775, 2011 | 3 h; 100 = double the neutral-control signal | 0.096% of 320,000 active;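 active = mean replicate activation of at least 60% and every replicate at or above 60%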;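 note: 0% = median plate neutral-control signal and 100% = twice that signal; values of inactives mirror those of a sister screen read the other way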
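Material – SR-BI-overexpressing, LDLR-lacking CHO cells · Medium – BSA-supplemented, HEPES-buffered Ham's F12, pH 7.4 · Doses – single concentration · Times – compound with DiI-HDL co-incubation, 3 h at 37 °C · Measured by – bottom-read fluorescence, 550/595 nm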
PKA-R2B act: activators of PKA-R2B holoenzyme, primary screen, biochemical, fluorescence polarization, Cy5-IP20, human; 0.079% of 340,000 active; PKA-R2B holoenzyme dissociation; R2B truncated from residue 108, S112A mutant; 0% DMSO only, 100% 113 µM cGMP; AID 504700, 2011; activation, % at 11.4 µM;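 active = activation above a cutoff set at the mean over all compounds plus 3 SD, cut at about 18% in these data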;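 note: higher means more holoenzyme dissociation and a rise in polarization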
Cardiac RTF inh: cardiac RTF calcium sensitivity inhibitors, primary screen, biochemical, IANBD-TnC fluorescence, EC70 calcium; Troponin I, cardiac muscle (Homo sapiens) + Troponin T, cardiac muscle (Homo sapiens) + …; IANBD-labeled cardiac RTF, Ca2+ fluorescence; inhibition, % at 7.15 µM; 0.12% of 340,000 active; AID 493244, 2011;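 active = inhibition above the mean inhibition of all tested compounds plus 3 SD, cut at about 17% in these data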;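 note: assay run at fixed EC70 calcium of 1.6 mM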
CAL PDZ FP-1: untagged CAL PDZ binding inhibitors, primary screen, biochemical, fluorescence polarization, HTS; purified CAL PDZ, TMR-peptide fluorescence polarization, 1 h; inhibition, % at 24.9 µM; 0.92% of 300,000 active; AID 602252, 2012;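 active = mean inhibition of at least 30% with at least half of replicates also reaching 30%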;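 note: 0% = DMSO neutral control and 100% = excess unlabeled competitor peptide PRC23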
CAL PDZ FP-2: CAL PDZ peptide-binding inhibitors, primary screen, biochemical, fluorescence polarization, Cer-tagged CAL PDZ, HTS; Golgi-associated PDZ and coiled-coil motif-containing protein (Homo sapiens), Q9HD26; purified CAL PDZ, TMR-peptide fluorescence polarization, 1 h; inhibition, % at 20 µM; 0.02% of 330,000 active; AID 504414, 2011;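 active = highest replicate inhibition of at least 40%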;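 note: plate controls were DMSO neutral control wells for no effect and unlabeled competitor peptide control wells for full effect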
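Material: tagged CAL PDZ domain; buffer or medium: 25 mM sodium phosphate pH 7.4, 150 mM NaCl, TCEP, IgG, Thesit; compound dosing: single point, 20 µM; schedule: 1 h incubation at room temperature before polarization reading; measured by: FP readout, S and P plane fluorescence; read-out basis: percent inhibition from loss of millipolarization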
An asterisk follows results filed as active; x = not tested or not shown.

SMILES	RTF Ca sens act	Rtt109 Vps75	C-LANA FP	DAGLB inhibitor	Keap1-Nrf2 PPI	SR-BI uptake up	PKA-R2B act	Cardiac RTF inh	CAL PDZ FP-1	CAL PDZ FP-2
CCOC(=O)c1c(-c2ccc(C)cc2)csc1NC(=O)/C(C#N)=C/c1ccc(O)c(OC)c1	49*	-2	6.9	-23	7	-34	13	-33	2	-0.9
COc1ccc(CCNC(=O)C2CCN(C(=O)c3ccc(Br)cc3)CC2)cc1OC	0	6	1.4	-1	-2	-44	4	-14	-8	-0.1
CCn1nccc1C(=O)Nc1ccc(C)c(C)c1	-5	0	1.2	0	-1	-16	-1	-4	-7	-1.1
O=c1[nH]c2ccc(Cl)cc2c(-c2ccccc2)c1N1CCN(CCO)CC1	-5	-7	-1.5	-1	-1	7	0	-18	-6	-5.1
CCN(CC)C(=O)CSc1nc2ccccc2c(=O)n1CCC(=O)NCCc1ccc(OC)c(OC)c1	1	3	-0.9	1	-3	-1	9	0	-10	0.1
CCSc1nnc(NC(=O)Cc2ccc(OC)cc2)s1	-2	-5	4.2	1	-7	-7	-6	-4	-4	-1.5
O=C(NCc1ccco1)NC12CC3CC(CC(C3)C1)C2	1	-15	-0.3	-2	-1	12	-3	1	-3	0.6
Cc1c(C(=O)N(Cc2ccccc2Cl)C2CCS(=O)(=O)C2)oc2ccccc12 (centres undefined)	1	-6	0.1	5	-2	-13	-3	-10	x	-1.3
O=c1[nH]c2cccnc2n(CCNc2ncc(C(F)(F)F)cc2Cl)c1=O	2	-6	0.0	1	1	2	1	-10	-4	0.6
Cc1cccc(N2CCN(Cc3nc(-c4cccc(Cl)c4)oc3C)CC2)n1	-4	19	-1.1	-4	-2	-11	-2	-1	0	-3.3
COc1ccccc1CNC(=O)[C@@H](NC(=O)C1CCN(C(=O)[C@@H]2CCCN2)CC1)C(C)C	5	2	0.6	-4	-1	7	2	11	-2	0.4
O=C(/C=C/Nc1ccccc1C(F)(F)F)c1ccco1	1	-1	0.2	-1	3	-10	0	-9	-2	-0.9
O=c1c2cc(NC(=S)NCc3cccnc3)ccc2nc2n1CCCCC2	-2	-1	-1.3	0	-6	30	-1	0	-4	-6.2
CC(C)n1c(SCc2ccccc2F)nc2c1c(=O)n(C)c(=O)n2C	5	-5	-1.0	-2	-2	-12	-7	-12	x	-0.8
Cc1c(C(=O)NC(=S)Nc2ccc3c4c(cccc24)CC3)cccc1[N+](=O)[O-]	-1	-9	0.3	-7	-5	-39	-2	-4	x	-0.2
Cc1ccnn1CC(=O)N/N=C/c1ccco1	1	-7	0.3	-1	-3	11	1	-3	1	-0.6
N#CC1=C(N)OC2=C(C(=O)CCC2)C1c1ccoc1 (centres undefined)	x	-6	1.8	x	-3	26	x	x	4	-1.0
CN1CCN(C(=O)c2ccccc2-c2ccccc2C(=O)O)CC1	-2	8	1.6	-5	-1	3	4	-4	x	-0.1
CCOC(=O)c1cc2occc2n1CC(=O)N1CCOCC1	0	-6	0.9	3	-7	-9	-6	-1	-2	-1.8
Cc1ccc(CC2SC(N)=NC2=O)cc1 (centres undefined)	4	-1	1.5	3	-7	15	4	0	x	0.4
CCCn1nnnc1NCc1ccc(N(C)C)cc1	5	-2	2.5	3	1	6	3	-9	2	x
Cc1cc(OCc2nc3ccccc3s2)ccc1N	0	-2	0.0	-2	2	-6	-6	-2	-2	-0.4
Clc1ccc(CSc2cc3c(nn2)-c2ccccc2CC3)cc1Cl	-3	3	-0.6	-21	-6	0	0	-6	-1	-0.2
CCC(c1nnnn1C1CCCC1)N(Cc1cccs1)Cc1cc2cccc(C)c2[nH]c1=O (centres undefined)	1	-2	0.9	1	-1	3	1	-3	-4	-1.5
CCCCOC(=O)c1ccc(NC(=O)CSC2=Nc3ccccc3C3CC=NN23)cc1 (centres undefined)	5	0	-2.3	-14	-9	-24	2	-12	-4	-2.3
O=C(CCSc1nc(-c2ccco2)cc(C(F)(F)F)n1)N1CCN(c2ccccn2)CC1	-2	0	-1.2	-8	-1	-44	7	1	-1	-0.8
Cc1cccc(OCC(=O)N/N=C\c2cccn2C)c1C	-1	-1	1.1	-3	-1	6	-1	-3	-3	-1.4
CCCC(=O)N1CCc2[nH]c3ccccc3c2C1	1	-20	2.0	-2	6	x	14	-6	-5	-0.3
CCOc1ccc(NC(=O)C2CCCN2S(=O)(=O)c2ccc3c(c2)C(C)(C)C(=O)N3C)cc1 (centres undefined)	1	-19	0.4	0	1	-34	5	-9	x	0.2
CCOC(=O)C1=C(C(=O)OCC)N(CC2CCCCC2)CCC1=O	7	-5	0.9	-1	2	15	4	-4	-3	0.5
Cc1ccc(C(=O)Nc2ccc3c(c2)OCO3)cc1Cl	-1	-9	0.5	1	4	-41	5	-8	-6	-1.7
COC(/C=C/Nc1ccc(Cl)cc1)=C(C#N)C#N	-3	3	0.0	1	-2	5	6	-2	1	-0.8
O=C(CC1SC(=Nc2ccc(OC(F)F)cc2)N(CCC2=CCCCC2)C1=O)Nc1ccccc1F (centres undefined)	-2	4	-0.1	-4	-5	-19	10	3	-2	-1.1
CC(C)[C@@H](N)C(=O)NCC1CCC(C(=O)N[C@@H](Cc2ccccc2)C(=O)O)CC1 (some centres undefined)	1	2	-2.4	-1	-6	13	-8	-10	-6	-0.4
Cc1nnc(NC(=O)C2CCCN2S(=O)(=O)c2ccc(Cl)cc2)s1 (centres undefined)	1	-5	-0.6	2	1	29	1	4	11	0.0
CCCc1c(C(=O)N/N=C/c2cccc3ccccc23)nnn1-c1nonc1N	-4	4	1.3	-4	-6	-58	-7	-1	-3	-1.7
CC(C)C(C)NC(=O)Cn1cnc2c(oc3ccccc32)c1=O (centres undefined)	-3	-3	-0.5	-2	2	16	-9	-10	-3	-2.7
COc1ccc(-n2nnnc2SCC(=O)c2ccc(O)c(O)c2)cc1	-2	-5	-1.0	15	-1	15	0	0	-1	-0.1
CC(C)(/C=N/O)/[N+]([O-])=C/C=[N+](\[O-])C(C)(C)/C=N/O	-4	17	1.6	-1	-2	1	-3	-3	-3	-0.2
CCOC(=O)C(CC)n1cnc2c(nnn2-c2ccc(OC)cc2)c1=O (centres undefined)	-4	-6	1.7	0	-7	-6	-2	-2	-2	-1.2

Retrieved by structure from the entries so far, two records:
SMILES	RTF Ca sens act	Rtt109 Vps75	C-LANA FP	DAGLB inhibitor	Keap1-Nrf2 PPI	SR-BI uptake up	PKA-R2B act	Cardiac RTF inh	CAL PDZ FP-1	CAL PDZ FP-2
CCCc1c(C(=O)N/N=C/c2cccc3ccccc23)nnn1-c1nonc1N	-4	4	1.3	-4	-6	-58	-7	-1	-3	-1.7
Cc1ccc(C(=O)Nc2ccc3c(c2)OCO3)cc1Cl	-1	-9	0.5	1	4	-41	5	-8	-6	-1.7

Further results follow.
SMILES	RTF Ca sens act	Rtt109 Vps75	C-LANA FP	DAGLB inhibitor	Keap1-Nrf2 PPI	SR-BI uptake up	PKA-R2B act	Cardiac RTF inh	CAL PDZ FP-1	CAL PDZ FP-2
CC(Oc1cccc(Cl)c1)C(=O)Nc1ccccc1N1CCCCC1 (centres undefined)	-17	9	-0.5	-10	-2	-58	3	-15	-4	-2.8
CCCC(=O)N1CC(=O)Nc2ccc(C)cc2C1c1ccccc1 (centres undefined)	1	-3	0.8	0	-5	23	-13	1	-10	-0.5
c1cncc(-c2nnc(-c3ccco3)o2)c1	1	x	-0.2	0	2	19	-7	-3	-3	-2.3
CC(C)(C)OC(=O)N1CCN(C(=O)c2ncn(Cc3ccccc3)c2C(=O)N2CCN(C(=O)OC(C)(C)C)CC2)CC1	-2	2	2.4	-2	-1	2	-7	0	-1	-0.8
C=C1C[C@H](O[C@@H]2O[C@H](CO)[C@@H](O)[C@H](O)[C@H]2O)[C@@H]2[C@H](OC(=O)[C@H]2C)[C@H]2[C@H](C)[C@@H](O)C[C@@H]12	9	-4	-2.4	-1	0	9	-7	7	-2	0.8
CCOC(=O)C1(CCOC)CCN(Cc2nc(C(C)C)cs2)CC1	5	11	-0.2	-1	0	9	-7	7	x	-0.3
CCC(CC)N=C1NS(=O)(=O)c2cc([N+](=O)[O-])ccc21	6	-7	3.2	1	-4	3	-2	0	2	-0.4
CCc1ccc(Nc2nnc(SC(C)C(=O)NC3CC3)s2)cc1 (centres undefined)	-2	-3	1.6	2	-3	-14	-17	0	x	-0.4
Cc1cccc(NC(=O)N2CCC(C(=O)c3ccc(F)cc3)CC2)c1	-3	-5	-0.7	-5	3	-20	-4	2	-4	-1.2
COc1ccccc1/C=C(/CC(=O)NCc1ccccc1)c1nc2ccccc2s1	0	5	0.8	-12	-1	-15	3	0	3	-0.8
CC(=O)c1cnc2nc(SCc3cccc(C)c3)nn2c1C	3	8	-3.8	-4	-4	-15	-1	-6	-2	-1.2
CCOC(=O)C1=C(COC(=O)/C=C/c2cccc(Br)c2)NC(=O)NC1C (centres undefined)	-2	7	-0.5	0	6	-20	5	-7	-4	-0.3
CN(C)CCCN1C(=O)CSC1c1ccccc1 (centres undefined)	11	2	-0.3	-4	-3	3	-12	-4	x	-0.3
O=C(COc1ccccc1Br)c1ccc(O)cc1O	-3	12	0.2	-2	-6	18	-2	-12	-3	-0.5
COc1ccc(OC)c(CNC(=O)CCn2nc(C)c3c(C)n(-c4ccccc4)nc3c2=O)c1	6	-5	-1.2	3	3	16	5	-7	3	0.0
COC(=O)c1cc(=O)n(Cc2ccc(F)cc2)c(=NCc2ccc(F)cc2)s1	-5	1	0.3	-2	-1	-4	-5	0	-4	-1.9
Cc1cc(C)nc(NC(=O)Nc2ccc(F)cc2F)n1	3	-1	1.9	1	-2	-6	2	8	-5	-2.0
COc1ccc(C)cc1NC(=O)CSc1nnc(-c2ccco2)n1Cc1ccco1	-2	-2	0.9	1	-4	-30	0	-3	-3	-9.5
O=C(COc1cccc(Br)c1)N/N=C/C(=O)c1ccccc1	3	-2	0.9	0	-3	-6	-14	-9	-3	-1.1
CCN(CC)C(=O)Cn1cc(S(=O)(=O)CC(=O)Nc2cc(OC)ccc2OC)c2ccccc21	4	-6	-0.2	1	-4	-40	2	1	-4	-3.5
